NR2E3 ag-1: agonists of human NR2E3 nuclear receptor. Q9Y5X4. CHO-S Gal4-NCOR/VP16-NR2E3 two-hybrid, luciferase. inhibition of corepressor binding, % at 3.98 µM. actives 0.35% (n = 360,000). AID 602229;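 active = inhibition above the mean of all tested compounds plus 3 SD, cut at about 70% in these data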;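 note: 0% = DMSO with NR2E3 transfected cells and 100% = cells lacking NR2E3 construct; higher means lower luciferase signal from less NR2E3 corepressor binding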
Target sequence (Q9Y5X4 whole entry, looked up, the tested form may be a part): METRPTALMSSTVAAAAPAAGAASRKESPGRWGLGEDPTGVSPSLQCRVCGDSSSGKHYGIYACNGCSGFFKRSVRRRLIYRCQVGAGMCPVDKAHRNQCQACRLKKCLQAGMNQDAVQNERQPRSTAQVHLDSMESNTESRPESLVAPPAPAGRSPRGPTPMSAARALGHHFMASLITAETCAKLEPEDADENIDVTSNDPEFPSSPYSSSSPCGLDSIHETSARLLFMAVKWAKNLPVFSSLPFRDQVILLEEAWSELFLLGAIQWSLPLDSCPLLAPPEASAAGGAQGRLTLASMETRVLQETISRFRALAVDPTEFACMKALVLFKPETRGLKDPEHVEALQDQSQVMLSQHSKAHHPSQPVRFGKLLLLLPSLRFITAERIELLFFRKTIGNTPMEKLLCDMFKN
iPSC survival up: enhancers of human iPSC single-cell survival; hiPSC single-cell survival, ATPlite luminescence; 100% = ROCK inhibitor wells, 0% = DMSO; survival enhancement, % at 20 µM; actives 0.044% (n = 360,000); AID 602274; in the data active = survival enhancement above about 18%;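 note: cells exposed to compounds for 16 hours before the ATP read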
C8 TRAIL sens: sensitizes caspase-8 expressing cells to TRAIL; NB7+C8 cells + TRAIL, ATPlite viability luminescence; inhibition (viability loss, TRAIL sensitization), % at 10 µM; actives 1% (n = 360,000);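 active = compounds causing at least 50% loss of cell viability in the single-dose screen, relative to plate controls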
Shn3 3UTR inh: Schnurri-3 reporter inhibition in Clone20 osteoblasts. actives 0.52% (n = 360,000). Clone20 osteoblast Shn3 3'UTR firefly luciferase, 24 h. inhibition, % at 12.5 µM. AID 588674;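 active = mean inhibition of at least 75% with every replicate also reaching 75%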;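 note: 0% = median of neutral control wells and 100% = pilot-screen positive control compound; some compounds past the cut are filed as inactive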
KKLEB tox: counter-screen for CF NF-kB inhibitors: cytotoxicity; activity change (cytotoxicity), % at 5 µM; actives 0.36% (n = 360,000); KKLEB CF airway cells viability, ATPlite luminescence, overnight; stronger effect = lower value; cells stimulated with P. aeruginosa culture filtrate;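 active = corrected activity change at or below -50% at 5 µM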
NR2E3 ag-2: agonists of human nuclear receptor NR2E3. Q9Y5X4. GST-NR2E3/biotin-RetCOR TR-FRET, 1536-well. inhibition of corepressor binding, % at 4.78 µM. actives 0.12% (n = 320,000). AID 2300;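 active = percent inhibition above the cutoff of mean plus 3 SD of all tested compounds, set per screening campaign, cut at about 20% in these data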;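 note: 0% = DMSO wells and 100% = biotin wells as full block of FRET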
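system = GST-tagged NR2E3 plus biotinylated RetCOR corepressor | input = 1.35 nM GST-NR2E3 | also added = 7 nM biotin-RetCOR | schedule = 5 h incubation at 4 °C | measured by = TR-FRET with europium anti-GST and streptavidin-D2, 340 nm excitation | read-out = percent loss of FRET ratio relative to control wells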
CF NFkB inh: inhibitors of cystic fibrosis induced NF-kB; KKLEB NF-kB-GFP reporter, PAF-induced, GFP fluorescence overnight; inhibition, % at 5 µM; AID 588850; actives 0.86% (n = 360,000);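 active = at least 50% inhibition at 5 µM, scaled per plate between neutral and stimulator controls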;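 note: PAF is a Pseudomonas aeruginosa culture filtrate used as stimulus; plate controls were PAF-stimulated DMSO wells for no effect and unstimulated DMSO wells for full effect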
HIF-2a block: HIF-2a inhibition | actives 0.72% (n = 360,000) | 786-0 RCC cells HIF-2a reporter, luciferase luminescence, overnight | AID 624352 | inhibition, % at 18.8 µM;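 active = inhibition of the luminescence signal of 40% or more relative to plate controls, in a single-dose primary screen at 18.75 µM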
LMP1 NFkB inh: reduces LMP1-driven NF-kappaB luciferase signal; LMP1-induced NF-kappaB luciferase reporter cells, luminescence; inhibition, % at 12.5 µM; actives 0.69% (n = 350,000); AID 504558; in the data active = inhibition above about 41%;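 note: 0% = neutral control wells and 100% = reference inhibitor control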
TRPM1 prom inh: inhibitors of MITF-driven TRPM1 promoter in melanoma cells; SK-MEL-5 TRPM1 promoter luciferase, 24 h; inhibition, % at 12.5 µM; actives 0.83% (n = 330,000); AID 488899;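 active = mean inhibition across replicates of 60% or more, whatever share of single replicates reaches that level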; note: values of inactives mirror those of a sister screen read the other way
Peg3 prom inh: reduces Peg3 promoter-driven luciferase expression in HeLa; HeLa PEG-Prom luciferase reporter, luminescence, overnight; inhibition, % at 20 µM; actives 1.7% (n = 360,000);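 active = inhibition of at least 50% at 20 µM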
Starred values were filed as active, the others as inactive; / = no result given; & = joins results of further samples.

structure,NR2E3 ag-1,iPSC survival up,C8 TRAIL sens,Shn3 3UTR inh,KKLEB tox,NR2E3 ag-2,CF NFkB inh,HIF-2a block,LMP1 NFkB inh,TRPM1 prom inh,Peg3 prom inh
CC(NC(=O)CN1C(=O)NC(Cc2ccccc2)(Cc2ccccc2)C1=O)C12CC3CC(CC(C3)C1)C2 (configuration not stated),-5,-1.2,1,10,-1,0,-14,21,-4,2,44
Cc1nc(NC(=O)C2CC2)sc1C(=O)N(C)C,11,0.4,10,-10,-2,4,2,19,-3,-9,-5
O=C(Nc1nnc(SCc2ccc(F)cc2)s1)c1cnccn1,-10,1.5,-2,5,-8,0,5,-8,-9,-2,-5
COc1cccc(C=Nc2cc(C)on2)c1O,0,0.8,-2,17,-4,-1,6,8,-3,4,-1
O=C(NCCCN1CCN(c2ccc(F)cc2)CC1)c1cccc(N2CCCC2=O)c1,23,-1.1,-3,-12,1,-2,-13,20,3,-17,5
CC1(NC(=O)Nc2ccccc2)CCS(=O)(=O)C1 (configuration not stated),14,0.0,-5,-66,7,4,10,13,/,/,15
C=C1c2ccccc2O[C@H](C(=O)OCC)[C@H]1OC,-7,0.9,-9,-27,10,/,-14,5,-5,-3,2
CN1CCN(C2CN(Cc3ccc([N+](=O)[O-])cc3)S(=O)(=O)C2)CC1 (configuration not stated),-28,-2.8,-10,-15,5,/,1,7,7,/,-12
CCCCNc1c([N+](=O)[O-])c(=O)n(C)c2ccccc12,7,1.2,-1,-5,3,3,-1,13,5,-2,18
Cc1cc(NC(=O)CN2C(=O)NC3(CCCCC3C)C2=O)no1 (configuration not stated),-3,0.4,-4,6,8,-2,-4,10,2,-6,6
COCC(C)n1c(C)cc(C(=O)COC(=O)c2c(NC(C)=O)sc(C)c2C)c1C (configuration not stated),-9,-1.0,21,37,-1,1,0,-9,14,1,2
Cc1ccc(C2CCN(C(=S)Nc3cccc(C)c3)C2)cc1 (configuration not stated),-56,-0.7,0,3,8,0,-15,-121,0,-10,-48
Cc1cc(O)ccc1-c1ccc2nncn2c1,1,1.3,20,-24,7,/,-6,10,/,/,-6
COc1ccccc1OCCSc1nc2ccccc2n1CC(O)CO (configuration not stated),-16,0.5,1,-1,-2,-1,-14,-6,4,5,-12
CC(=O)c1sc(NC(=O)COc2ccc(Br)cc2)nc1C,-56,-1.5,-6,12,-2,0,9,-8,25,-10,-20
Cc1cccc(NC(=O)CSc2nnc(NC(=O)C3CCC3)s2)c1,-31,0.4,-9,5,-3,5,2,-1,2,10,6

A draw from above in order of molecular weight, low to high:
structure,NR2E3 ag-1,iPSC survival up,C8 TRAIL sens,Shn3 3UTR inh,KKLEB tox,NR2E3 ag-2,CF NFkB inh,HIF-2a block,LMP1 NFkB inh,TRPM1 prom inh,Peg3 prom inh
Cc1cc(NC(=O)CN2C(=O)NC3(CCCCC3C)C2=O)no1 (configuration not stated),-3,0.4,-4,6,8,-2,-4,10,2,-6,6
Cc1cccc(NC(=O)CSc2nnc(NC(=O)C3CCC3)s2)c1,-31,0.4,-9,5,-3,5,2,-1,2,10,6
COCC(C)n1c(C)cc(C(=O)COC(=O)c2c(NC(C)=O)sc(C)c2C)c1C (configuration not stated),-9,-1.0,21,37,-1,1,0,-9,14,1,2

Next entries.
structure,NR2E3 ag-1,iPSC survival up,C8 TRAIL sens,Shn3 3UTR inh,KKLEB tox,NR2E3 ag-2,CF NFkB inh,HIF-2a block,LMP1 NFkB inh,TRPM1 prom inh,Peg3 prom inh
O=C1CCCN1c1ccc(S(=O)(=O)N2CCN(c3ccccc3)CC2)cc1,-16,0.3,-9,4,-1,-1,-2,7,8,-2,7
Cc1ccc(NC(=O)c2nnn(-c3ccc4c(c3)OCCO4)c2N)cc1,-82,-0.6,13,27,7,6,4,-317,-19,-100,-364
Cc1cccc(CN2CCN(C(=O)CCl)CC2)c1,-19,-3.6,3,0,-25,-1,25,6,12,18,31
CCOC(=O)CN1C(=O)S/C(=C/C=C/c2ccc(N(C)C)cc2)C1=O,-64,-0.7,44,-32,0,0,-38,-102,-4,-12,-160
Cc1ccc(N=Cc2cc(Br)cc(Cl)c2O)cc1,-5,-2.1,-13,17,34,0,23,2,-2,-4,34
O=C(c1c(F)cccc1F)N1CCN(c2ncccn2)CC1,-9,0.1,0,9,4,2,0,-2,-3,2,13
COc1cccc(-c2ccc(NC(=O)C3CCCN(Cc4cnn(C)c4C)C3)cc2)c1 (configuration not stated),-6,-0.2,-14,12,-3,-5,-4,-13,4,-3,-10
Cc1ccc(C(=O)Nc2ccccc2C(=O)NC(C(=O)O)C(C)C)cc1 (configuration not stated),-65,0.7,13,-12&-52,6,0,7,-124,-9,-23,-41
COc1ccc(-c2cn(Cc3ccc(C(N)=O)cc3)c(-c3ccc(Cl)nc3)n2)cc1,-117,2.1,6,-41,-3,6,8,-141,-14,-15,-202
COC(=O)CNC(=O)CN1C(=O)NC2(CCCc3ccccc32)C1=O (configuration not stated),-9,0.3,4,4,-7,0,13,-3,0,-18,5
COc1ccc(N(CC(=O)NCc2ccccc2)S(=O)(=O)c2c(C)n[nH]c2C)cc1,10,-0.7,-6,10,-6,0,-6,4,3,-6,3
CCCCN(C)C(=O)CCC(=O)Nc1ccc2nc(N3CCN(C)CC3)cc(C)c2c1,13,1.7,2,-22,1,4,10,1,-16,-13,7
CCn1c(/C=C/N(C(C)=O)c2ccccc2)[n+](CCCS(=O)(=O)[O-])c2cc(Cl)c(Cl)cc21,-11,0.6,0,-12,5,0,0,8,1,17,-12
CN[C@H](C(=O)NC[C@H]1O[C@@H](n2cnc3c(N)ncnc32)[C@H](O)[C@@H]1O)[C@@H](C)OCc1ccccc1,-16,5.0,-12,1,4,/,14,2,-1,-13,-6
COc1ccc(/C=N/Nc2nn3cnnc3c3ccccc23)cc1,-25,-0.2,0,-43,4,-5,-18,-4,10,-8,-3
O=C(NCC1([N+](=O)[O-])CN(C(=O)c2ccccc2)CN(C(=O)c2ccccc2)C1)c1ccccc1,-22,-0.5,-29,-74,6,4,-27,18,1,7,-4
CCN(CC)C(=O)Cn1c(=O)n(CCCC(=O)NCc2ccc3c(c2)OCO3)c(=O)c2sccc21,-15,0.8,-17,10,1,4,-3,1,1,1,16
COc1ccccc1OCCCCNCCO,17,0.5,-8,64,-1,6,-2,-12,-5,8,15
O=C1Nc2ccc(Br)cc2C1(O)Cc1ccccn1 (configuration not stated),-6,-1.1,-3,6,-13,2,-2,14,3,12,-2
O=C(Nc1ccc2c(c1)OCCO2)c1ccco1,-84,-3.0,35,-29,-1,5,-2,-91,23,5,-71
N#Cc1c(-c2ccc(F)cc2)nc(-c2ccccc2)[nH]c1=O,2,0.8,1,15,-7,8,0,13,-4,5,18
O=C(NCc1ccc2c(c1)OCO2)c1ccc(N2CCCCCC2)c([N+](=O)[O-])c1,-43,-1.5,-5,2,-12,1,2,-34,11,-15,-19
CNC(=S)N1N=C2c3ccccc3CCC2C1c1ccccc1Cl (configuration not stated),-9,0.1,1,19,-8,0,0,7,-3,3,30
Cn1c(C(O)c2ccc(Cl)cc2)nc(Cl)c1Cl (configuration not stated),-9,3.6,1,5,10,-1,-12,13,-2,18,18
COc1ccc(CC(=O)NCC2CCCN(Cc3cccc(SC)c3)C2)cc1 (configuration not stated),10,0.4,-2,13,4,3,-8,11,-14,0,4
C=CCOc1ccc(C2C(C(=O)c3cccs3)=C(O)C(=O)N2c2nnc(C)s2)cc1 (configuration not stated),-13,6.4,-3,-21,5,3,-7,-183,5,-17,-151
CC(=O)c1c(C)[nH]c(C(=O)N2CCN(c3cc(Cl)ccc3C)CC2)c1C,13,-2.5,18,13,-13,2,18,22,18,32,36
CC1CCCCC1NC(=O)C1CCC(CNc2c(N3CCCCC3)c(=O)c2=O)CC1 (configuration not stated),-29,0.2,4,4,4,3,-21,12,-8,0,7
O=C(O)/C=C/C(=O)Nc1ccc(-c2ccccc2)cc1,-16,-2.1,9,-4,-1,-6,6,-20,1,5,3

Eight compounds already listed, ordered by SMILES length, high to low.
structure,NR2E3 ag-1,iPSC survival up,C8 TRAIL sens,Shn3 3UTR inh,KKLEB tox,NR2E3 ag-2,CF NFkB inh,HIF-2a block,LMP1 NFkB inh,TRPM1 prom inh,Peg3 prom inh
O=C(NCc1ccc2c(c1)OCO2)c1ccc(N2CCCCCC2)c([N+](=O)[O-])c1,-43,-1.5,-5,2,-12,1,2,-34,11,-15,-19
C=CCOc1ccc(C2C(C(=O)c3cccs3)=C(O)C(=O)N2c2nnc(C)s2)cc1 (configuration not stated),-13,6.4,-3,-21,5,3,-7,-183,5,-17,-151
CC(=O)c1c(C)[nH]c(C(=O)N2CCN(c3cc(Cl)ccc3C)CC2)c1C,13,-2.5,18,13,-13,2,18,22,18,32,36
N#Cc1c(-c2ccc(F)cc2)nc(-c2ccccc2)[nH]c1=O,2,0.8,1,15,-7,8,0,13,-4,5,18
O=C(O)/C=C/C(=O)Nc1ccc(-c2ccccc2)cc1,-16,-2.1,9,-4,-1,-6,6,-20,1,5,3
Cn1c(C(O)c2ccc(Cl)cc2)nc(Cl)c1Cl (configuration not stated),-9,3.6,1,5,10,-1,-12,13,-2,18,18
O=C1Nc2ccc(Br)cc2C1(O)Cc1ccccn1 (configuration not stated),-6,-1.1,-3,6,-13,2,-2,14,3,12,-2
O=C(Nc1ccc2c(c1)OCCO2)c1ccco1,-84,-3.0,35,-29,-1,5,-2,-91,23,5,-71

From PubChem BioAssay

Some of the compounds tested. The share of hits here may be higher or lower than overall.
